Anesthetic bind: binds horse apoferritin like a general anesthetic; P02791; apoferritin/1-aminoanthracene competitive binding, fluorescence; Potency, µM (top dose mostly 77.5 µM), for inactives: at the highest dose activity change, negative = displacement, actives largely listed as inhibitors; 0.074% of 350,000 active; also: potency is read from the fitted curve at half-maximal effect; % is scaled to controls: 0 for no effect and ±100 for the full control effect; nearly all actives have a fitted effect of over 20% in size
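Concentration-response curves derived by four-parameter Hill fitting of normalized fluorescence, where compounds displaced 1-AMA from 10 uM horse apoferritin following a brief 10 min room-temperature incubation; propofol titration acted as positive control.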
TRHR enhancer: TRH receptor (human) allosteric enhancement; P34981; enhancement, % at 2 µM; 0.66% of 360,000 active; AID 493056; TRHR cells, fluo-8 calcium fluorescence, EC20 TRH enhancement; in the data active = enhancement above about 30%; also: 0% is about no effect
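TRHR-expressing cells loaded with fluo-8 calcium dye were read kinetically (ex 480/em 530) during compound addition, then stimulated with an EC20 of TRH (10 nM final). Enhancement of the Gq-mediated intracellular calcium response was scored.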
RXFP1 agonist: activates the human relaxin receptor RXFP1. HEK293T-RXFP1 cAMP TR-FRET, 30 min; response scale: percent of porcine relaxin response, buffer zero. Potency, µM (series often up to 57.5 µM), for inactives: at the highest dose activation, usual class: activators. 0.3% of 370,000 active. Q9HBX9; also: potency is read from the fitted curve at half-maximal effect; % is scaled to controls: 0 for no effect and ±100 for the full control effect; nearly all actives have a fitted effect of over 60% in size; many of its hits are not listed in these tables
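HEK293 cells stably expressing RXFP1, treated 30 min at 37C with compounds plus PDE4 inhibitor Ro 20174; cAMP measured by HTRF TR-FRET. Normalized to buffer and 29 nM porcine relaxin; EC50 by Hill fit.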
D2 potentiator: positive allosteric modulators of human D2 dopamine receptor. P14416. HEK293 T-REx D2, calcium flux, EC20 dopamine potentiation. potentiation, % at 10 µM. 0.34% of 340,000 active. AID 485347;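 active = potentiation over 3 SD above the plate norm, cut at about 30% in these data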; also: 0% is about no effect
Target sequence (P14416 whole entry, looked up): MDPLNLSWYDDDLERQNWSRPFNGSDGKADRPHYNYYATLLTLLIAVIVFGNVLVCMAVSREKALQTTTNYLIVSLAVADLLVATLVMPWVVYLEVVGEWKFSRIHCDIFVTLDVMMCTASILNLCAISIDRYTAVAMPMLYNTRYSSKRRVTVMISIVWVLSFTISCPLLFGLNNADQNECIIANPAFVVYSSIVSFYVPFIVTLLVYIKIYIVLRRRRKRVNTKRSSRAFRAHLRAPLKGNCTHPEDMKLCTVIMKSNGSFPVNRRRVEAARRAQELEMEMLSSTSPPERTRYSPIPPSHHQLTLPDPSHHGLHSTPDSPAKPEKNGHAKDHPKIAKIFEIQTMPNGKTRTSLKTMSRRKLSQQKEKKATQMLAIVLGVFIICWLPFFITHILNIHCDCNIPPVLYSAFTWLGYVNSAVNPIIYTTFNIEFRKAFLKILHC
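Tetracycline-induced HEK293 T-REx cells force-coupled to calcium signalling expressed D2; compounds were pin-added after a 10 s baseline, read kinetically 180 s, then an EC20 dopamine challenge followed with a further 180 s calcium read.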
RXFP1 antagonist: blocks the human relaxin receptor RXFP1. HEK293-RXFP1, relaxin-stimulated cAMP HTRF, 30 min; active compounds read low. AID 1259400. 0.59% of 350,000 active. activity change, negative = inhibition, % at 57.5 µM. Q9HBX9;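 active = activity change of -60% or lower, but not beyond a set lower limit; inconclusive = change between -60% and -40%, or beyond the set limit; inactive = change above -40%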; also: % is scaled to controls: 0 for no effect and ±100 for the full control effect
D1 antagonist: blocks dopamine activation of the human D1 receptor. HEK293 TREx D1 cells, calcium flux, dopamine EC80; active compounds read low. activity change, negative = inhibition, % at 10 µM. 3.2% of 360,000 active. AID 504652; in the data active = activity change below about -30%; also: % is scaled to controls: 0 for no effect and ±100 for the full control effect
Target sequence (P21728 whole entry, looked up): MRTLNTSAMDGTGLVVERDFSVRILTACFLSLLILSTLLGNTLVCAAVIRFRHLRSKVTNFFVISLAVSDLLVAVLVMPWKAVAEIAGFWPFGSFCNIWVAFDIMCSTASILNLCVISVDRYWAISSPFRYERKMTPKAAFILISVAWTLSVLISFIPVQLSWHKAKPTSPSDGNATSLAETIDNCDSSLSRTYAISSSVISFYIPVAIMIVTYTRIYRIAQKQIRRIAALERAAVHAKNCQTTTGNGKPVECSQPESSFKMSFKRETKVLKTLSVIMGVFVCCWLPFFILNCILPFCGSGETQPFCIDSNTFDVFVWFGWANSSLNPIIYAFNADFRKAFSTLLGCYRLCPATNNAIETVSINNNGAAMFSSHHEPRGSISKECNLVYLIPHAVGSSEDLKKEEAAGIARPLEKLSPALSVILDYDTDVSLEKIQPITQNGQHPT
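HEK293 T-REx cells expressing inducible, force-coupled D1 receptor; no-wash Ca dye, 30–90 min RT. Cmpd → 180 s read at 1 Hz → EC80 DA → 180 s read.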
D1 potentiator: enhances dopamine response at the human D1 receptor. HEK293 TREx D1 cells, calcium flux, dopamine EC20 potentiation. potentiation, % at 10 µM. 0.036% of 360,000 active. AID 504651; in the data active = potentiation above about 30%; also: 0% is about no effect
D1 agonist: human D1 receptor agonism. P21728. HEK293 T-REx D1 cells, calcium flux, agonist mode. activation, % at 2 µM. 1% of 360,000 active; in the data active = activation above about 30%; also: 0% is about no effect
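Tetracycline-induced HEK293 TREx D1 cells, force-coupled to calcium signalling, were dye-loaded with a no-wash calcium kit. Compound was pin-added after a 10 s baseline. Fluorescence was read kinetically at 1 cycle/s for 180 s, with calcium rises flagged as agonism.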
TRHR agonist: TRH receptor (human) agonism; P34981; TRHR cells, calcium flux fluo-8, FDSS agonist mode; activation, % at 2 µM; 0.18% of 360,000 active; in the data active = activation above about 30%; also: 0% is about no effect
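Steps: seed TRHR cells overnight; add fluo-8 no-wash Ca dye, RT 30 min–1.5 h; record 10 s baseline; pin-transfer compounds; monitor fluorescence 1 cycle/s for the agonist window. Calcium increases flag candidate agonists.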
Starred values were filed as active, the others as inactive; ? = inconclusive; / = no result given; & = joins results of further samples; [ ] = dose if it differs, or a comment. Unless noted, calls follow the shape of the dose curve; as a rule, active = well fitted curve in the direction sought with a large enough effect; inconclusive = small, poorly fitted or top-dose-only effect, or another doubt; inactive = no such curve, though single readings can be large; an effect the other way counts as inactive or inconclusive. This is a subset; count on the stated rates, not on these rows.

Every second line gives: Anesthetic bind, TRHR enhancer, RXFP1 agonist, D2 potentiator, RXFP1 antagonist, D1 antagonist, D1 potentiator, D1 agonist, TRHR agonist
O=C(Cn1cnc2ccccc21)Nc1cc(C(F)(F)F)ccc1N1CCOCC1
  1%, -6, 1.0%, 6, 8, 1, -5, 5, 0.5
C/C(=N/NC(=O)c1cccc(N2CCCC2=O)c1)c1ccc(Br)cc1
  -6%, 0, 0.4%, /, 16, -9, 0, 2, -0.7
COc1ccc(-n2c(C)ccc2C)c([N+](=O)[O-])c1
  -22%, -5, -0.9%, 4, -8, -9, -4, -1, -0.1
COc1ccc(Cl)cc1Nc1cc(C)nc2nc(-c3ccccc3C)nn12
  -2%, 17, 3.3%, -2, /, 0, -1, 2, -0.6
Cc1nn(-c2ccccc2)c(N)c1N=Nc1ccccc1
  -20%, 1, 2.0%, -14, 18, 3, -6, 2, -0.7
c1ccc(NNC2=NCCS2)cc1
  3%, 1, -1.0%, 0, -4, 9, 1, 2, 0.0
COc1ccc(-c2cc(C(F)(F)F)nc(SCC(=O)Nc3sc4c(c3C#N)CCC4)n2)cc1
  7%, -2, 23%, 2, 3, 8, -4, 4, 0.2
O=C(Nc1ccccc1C(=O)NCc1ccccc1)C1=CSCCO1
  -5%, 0, 3.1%, 8, -17, -4, -5, 2, 0.1
CCn1cc(C(=O)NCCc2ccc(Cl)cc2)c(=O)c2cc(S(=O)(=O)N3CCC(C)CC3)ccc21
  0%, 12, 7.9%, -5, /, -2, 2, -1, 0.3
CCOC(=O)C1CCCN(S(=O)(=O)c2csc(C(N)=O)c2)C1 (stereo unspecified)
  3%, -1, 11%, -2, -18, -1, 3, 3, 0.2
CN1CCN(c2ccc([N+](=O)[O-])cc2NC(=O)c2ccccc2)CC1
  -16%, -12, 3.6%, /, 5, -17, -4, 1, 0.4
O=C(Nc1ccccc1C(=O)NC1CC1)c1ccccc1
  /, 15, -1.3%, -1, 7, -15, 2, -2, -0.6
COC(=O)c1ccccc1NC(=O)N1CCc2ccc(NC(=O)c3ccccn3)cc2C1
  -12%, -4, -2.4%, -2, 8, 7, -1, 2, 1.2
O=C(NCc1ccccc1Cl)c1cccc(OC2CCN(C(=O)C3CC3)CC2)c1
  -5%, -7, -0.5%, 12, -17, -18, 0, 14, -1.9
O=C(c1ccc(Cl)c(S(=O)(=O)NCc2ccco2)c1)N1CCN(c2ccc(F)cc2)CC1
  -19%, -2, 2.1%, -1, -3, -12, -3, 2, -0.3
Cc1ccc(OC[C@H](O)[C@H](C)NC(C)C)c2c1CCC2
  /, 1, -0.7%, -1, /, 24, -2, 20, 2.3
O=c1c2ccccc2nc(SCc2cn3ccsc3n2)n1-c1ccccc1F
  -2%, 7, 3.1%, 4, 5, 8, 2, 5, 0.5
CCOC(=O)C1CCN(S(=O)(=O)c2nc3nc(C)cc(C)n3n2)CC1
  -13%, -5, 1.7%, -3, 7, 23, 0, 4, 0.5
Cc1ccccc1OCC(=O)OCC(=O)c1ccc(-c2ccccc2)cc1
  -7%, -9, 2.5%, -5, -8, -16, -10, 21, 0.5
Cc1nnsc1S(=O)(=O)Cc1ccccc1C(F)(F)F
  -12%, -7, 1.9%, /, 7, 3, 0, 2, -0.7
COc1ccc(N2CCN(C(=O)CN3C(=O)NC4(CCCc5ccccc54)C3=O)CC2)cc1 (stereo unspecified)
  /, -4, 0.0%, 1, -11, -3, -1, 3, -0.1
Nc1nc(NCC(=O)O)nc(NCc2ccccc2)c1[N+](=O)[O-]
  -2%, 4, 1.6%, 3, 5, 3, 1, 1, 0.7
COc1ccc(CNC(=O)C2CCCN2C(=O)NC2CCCCC2)cc1 (stereo unspecified)
  -5%, -2, -0.5%, -1, 11, 6, 1, 1, 0.1
Cc1cccc(NC(=O)CSCC(=O)Nc2sccc2C#N)c1
  /, 14, 2.5%, -21, -11, 3, -3, 3, 1.2
CCCNC(=O)c1ccc(N2CCC3(CC2)CC(c2cccc(Br)c2)=NO3)c(NC(=O)c2ccc(Cl)c([N+](=O)[O-])c2)c1
  /, -5, 0.4%, -10, /, 2, 2, -1, 0.5
CC(C)CCCN1C(Nc2ccccc2)=NC[C@@H]1CC(C)C
  -10%, 2, 0.9%, -1, /, -7, 0, 12, 0.7
CCN=C1SC(CC(=O)NC2CCCCC2)C(=O)N1CC (stereo unspecified)
  0%, 7, 1.2%, /, 3, -2, 3, 2, 1.0
COc1ccc(-n2c(C)cc(/C=N/Nc3nc(N4CCOCC4)nc(N4CCOCC4)n3)c2C)cc1
  7%, 6, 1.9%, 10, 10, 8, -2, 1, 0.0
Cc1nn(C(C)C(=O)NCc2cccc(F)c2)c(=O)c2c1sc1ccccc12 (stereo unspecified)
  0%, -5, 6.4%, /, -18, 4, -2, 1, -0.4
Cc1ccc(N2C(=O)CS(=O)(=O)C23C(=O)Nc2ccccc23)cc1C (stereo unspecified)
  -4%, 2, 0.1%, 3, /, -2, 4, 2, -0.2
COc1ccc(-c2nnc(SCC(=O)Nc3cc(C)on3)o2)cc1
  -2%, 4, 18%, 15, -10, -16, 2, 2, -0.1
O=C(NC12CC3CC(CC(C3)C1)C2)C1CCCN1C(=O)NC1CCCCC1 (stereo unspecified)
  -5%, -5, -0.7%, 14, 2, 7, 2, 0, 1.0
CC(=O)CCc1ccc2oc(C(=O)O)c(C)c2c1
  -4%, 10, 0.9%, -11, -4, -26, -8, 2, -0.5
CC(C)c1ccc(NC(=O)C2CC(=O)Nc3nc4ccccc4n32)cc1 (stereo unspecified)
  4%, -4, -1.5%, -7, 12, 2, 3, 2, -0.2
O=[N+]([O-])c1ccc(S(=O)(=O)N2CCSC2c2ccco2)cc1 (stereo unspecified)
  2%, -2, 2.5%, 0, -36, 4, -1, 0, -0.2
COC(=O)CCCc1nc2ccccc2s1
  -20%, -6, -0.8%, -6, 7, -23, -3, 2, 0.0
Cc1csc(C(C#N)C(=O)c2ccncc2)n1 (stereo unspecified)
  -11%, 6, -0.4%, 5, -7, -7, -5, 0, -0.2
COc1ccccc1-c1c(C#N)c(N)nc2c1CCc1ccccc1-2
  148%[activator], 8, -1.2%, 18, -2, -13, 4, 5, -0.4
CCOc1ccc(-n2c(-c3ccc(C)cc3)nc3c(cnn3-c3ccccc3)c2=O)cc1
  -5%, 9, 1.8%, 3, -15, -10, -2, 2, 0.8
Cn1c(=O)[nH]c(=O)c2c1nc(N1CCN(Cc3ccccc3)CC1)n2CCCc1ccccc1
  -20%, 8, -1.0%, -1, -1, -1, 2, 0, 0.0
O=C(NCc1ccccn1)C1CCCN(S(=O)(=O)c2cccc3nsnc23)C1 (stereo unspecified)
  -1%, -4, 0.5%, 8, 0, -4, 0, 0, -1.0
COc1ccc(NC(=O)CSc2ccc(-c3cccs3)nn2)cc1
  -17%, 4, 0.7%, -1, -24, -1, -4, -1, -0.6
O=C(Nc1ccccc1)Nc1ccc(C(F)(F)F)cn1
  -4%, 6, 1.9%, 1, 2, 23, -1, 0, 0.2
C=C(C)C1CC=C(C)/C(=N/NC(=O)CCCNc2cccc(C)c2)C1 (stereo unspecified)
  ?, 1, 0.4%, 0, -19, 13, 2, 1, 0.5
CCCc1n[nH]c2c1/C(=N\OCC)CC(C)(C)C2
  -13%, 7, 0.6%, 12, -15, -8, 0, 11, 8.0
CCC(C)(C)NC(=O)C(c1ccncc1)N(Cc1cccs1)C(=O)Cn1nnc2ccccc21 (stereo unspecified)
  -13%, 2, -1.3%, 8, -37, 1, 3, 1, -0.4
CCc1nn(CC(=O)NCc2cccc(OC)c2)c(=O)c2cc3cc(F)ccc3n12
  -3%, 8, 4.9%, -1, 2, 32, 0, 0, -0.2
O=C1c2ccccc2CN1CCNC(=S)NC1CCCCC1
  -4%, -2, 0.9%, -3, -2, -5, -1, 2, -0.3
CN(C)CCOC(c1ccc(Cl)cc1)c1ccccn1 (stereo unspecified)
  -5%&-4%, -8, 1.9%, -10, 12, -15, -8, 8, 0.4
O=C(CCNS(=O)(=O)c1ccc2c(c1)CCN2C(=O)C1CC1)Nc1ccc(F)cc1F
  -6%, 0, 1.4%, 4, /, -7, -2, 0, 0.4
O=C(NCc1ccon1)c1ccc(OC2CCN(CCc3ccccc3)CC2)cc1
  -14%, 8, 0.1%, -7, -3, 6, -3, 0, 0.5
Cc1ccc(-n2ncc3c2CC(C)(C)CC3NC(=O)CCn2cncn2)cc1 (stereo unspecified)
  -3%, 16, 0.9%, -3, -3, 10, -4, 1, -0.2
CN(CC(=O)NCCc1ccccc1)S(=O)(=O)c1cnc[nH]1
  -9%, -2, 1.4%, -5, 0, 17, -1, 2, -0.3

Record cards, as listed above. Screens in order: Anesthetic bind | TRHR enhancer | RXFP1 agonist | D2 potentiator | RXFP1 antagonist | D1 antagonist | D1 potentiator | D1 agonist | TRHR agonist
Cc1cccc(NC(=O)CSCC(=O)Nc2sccc2C#N)c1 is entered as / | 14 | 2.5% | -21 | -11 | 3 | -3 | 3 | 1.2
CCn1cc(C(=O)NCCc2ccc(Cl)cc2)c(=O)c2cc(S(=O)(=O)N3CCC(C)CC3)ccc21 is entered as 0% | 12 | 7.9% | -5 | / | -2 | 2 | -1 | 0.3
O=C(Cn1cnc2ccccc21)Nc1cc(C(F)(F)F)ccc1N1CCOCC1 is entered as 1% | -6 | 1.0% | 6 | 8 | 1 | -5 | 5 | 0.5
CCOC(=O)C1CCN(S(=O)(=O)c2nc3nc(C)cc(C)n3n2)CC1 is entered as -13% | -5 | 1.7% | -3 | 7 | 23 | 0 | 4 | 0.5

Screening results deposited in PubChem by National Center for Advancing Translational Sciences (NCATS).
